ABCG2 inh: human ABCG2 inhibition, ABCB1 as counter-screen; 190,000 tested, 0.1% active; inhibition, % at 6.6 µM; AID 1325; IgMXP3 cells, JC-1 efflux, flow cytometry;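 active = inhibition above 80%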;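 also: 0% = DMSO and 100% = nicardipine control wells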
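Test system: IgMXP3 (ABCG2) plus far-red-tagged CCRF-Adr (ABCB1) cells. Reagent: JC-1 dye as substrate. Timing: 10 min exposure at 25 °C with rotation, no wash. Measured by: flow cytometric JC-1 green MFI at 530 nm. Read-out: percent efflux inhibition, scaled nicardipine 100% to DMSO 0%. Control set: nicardipine and DMSO wells.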
Bim-Bfl-1: human Bim-Bfl-1 interaction inhibition. Q16548. Bead-based flow cytometry, Bim-Bfl-1 binding inhibition. inhibition, % at 10 µM. 190,000 tested, 0.12% active;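 also: 0% = wells without compound plus tracer and 100% = blocker peptide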
RGS7-Gao: regulators of human RGS7-Galphao interaction; binding response (% of control), % at 10 µM; 220,000 tested, 0.35% active; Multiplexed bead flow cytometry, RGS7-Galphao binding; actives lie on both sides; P09471; in the data active = binding response below about 49% or above about 150%; inconclusive = no clear call, values can overlap the other calls; inactive = in between;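 also: fluorescent Galphao held in activated GDP-AlF4 state binding bead-coupled RGS7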
RGS4-Gao reg: human RGS4-Galphao interaction regulation; P09471; 220,000 tested, 0.33% active; binding response (% of control), % at 10 µM; Multiplexed bead flow cytometry, RGS4-Galphao binding; actives lie on both sides; AID 1415; in the data active = binding response below about 49% or above about 150%; inactive = in between;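 also: fluorescent Galphao activated with aluminum fluoride binding bead-coupled RGS4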
GSH bead fluor: compound fluoresces at 488/530 nm on GSH beads. GSH beads flow cytometry, compound fluorescence 488/530 nm; stronger effect = higher value. fluorescence (KMESF) at 10 µM. 190,000 tested, 0.25% active. AID 1776; in the data active = fluorescence above about 89;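 also: glutathione beads carrying GST-tagged Bcl family fusion proteins plus one bare bead set; values are compound well signal with DMSO vehicle wells as background; inactives centre near 16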
Bim-Bcl-B: inhibitors of Bim-Bcl-B interaction, human; bead-based flow cytometry, Bim peptide-Bcl-B binding; inhibition, % at 10 µM; 190,000 tested, 0.073% active; AID 951;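 also: 0% = tracer peptide without compound and 100% = reference inhibitor peptide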
Target sequence (Q9HD36 whole entry, looked up): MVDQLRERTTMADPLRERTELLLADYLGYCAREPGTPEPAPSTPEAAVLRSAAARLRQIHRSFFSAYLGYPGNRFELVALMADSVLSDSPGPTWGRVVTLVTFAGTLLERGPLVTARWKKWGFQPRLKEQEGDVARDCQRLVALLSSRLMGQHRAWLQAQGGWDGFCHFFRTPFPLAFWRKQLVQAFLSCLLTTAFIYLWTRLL
Avidin bead fluor: compound fluoresces at 488/530 nm on avidin beads. compound fluorescence 488/530 nm, flow cytometry; stronger effect = higher value. fluorescence (KMESF) at 10 µM. 220,000 tested, 0.38% active. AID 1775; in the data active = fluorescence above about 47; also: inactives centre near 10
ABCB1 block: human ABCB1 inhibition, ABCG2 as counter-screen | 190,000 tested, 0.067% active | P08183 | CCRF-Adr cells, JC-1 efflux, flow cytometry | inhibition, % at 6.6 µM; in the data active = inhibition above about 40%;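 also: 0% = vehicle and 100% = reference inhibitor; higher value means more JC-1 retained so stronger ABCB1 efflux block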
Bim-Bcl-W: human Bim-Bcl-W interaction inhibition. Q92843. bead-based flow cytometry, Bim peptide-Bcl-W binding. inhibition, % at 10 µM. 190,000 tested, 0.02% active;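 also: 0% = bound tracer without compound and 100% = peptide blocker; higher means less fluorescent Bim peptide bound to Bcl-W beads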
Target sequence (Q92843 whole entry, looked up): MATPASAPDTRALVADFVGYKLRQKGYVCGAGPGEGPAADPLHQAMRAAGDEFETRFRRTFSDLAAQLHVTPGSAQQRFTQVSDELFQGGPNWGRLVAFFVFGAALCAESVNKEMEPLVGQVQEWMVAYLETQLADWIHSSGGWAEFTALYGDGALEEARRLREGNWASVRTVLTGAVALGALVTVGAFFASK
Bcl-2 Bim block: disrupts Bim peptide binding to human Bcl-2; 190,000 tested, 0.06% active; inhibition, % at 10 µM; Bead-based flow cytometry, Bim peptide-Bcl-2 binding; AID 950; in the data active = inhibition above about 40%; inconclusive = no clear call, values can overlap the other calls;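 also: 0% = no compound wells with probe peptide and 100% = reference peptide inhibitor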
Target sequence (P10415 whole entry, looked up): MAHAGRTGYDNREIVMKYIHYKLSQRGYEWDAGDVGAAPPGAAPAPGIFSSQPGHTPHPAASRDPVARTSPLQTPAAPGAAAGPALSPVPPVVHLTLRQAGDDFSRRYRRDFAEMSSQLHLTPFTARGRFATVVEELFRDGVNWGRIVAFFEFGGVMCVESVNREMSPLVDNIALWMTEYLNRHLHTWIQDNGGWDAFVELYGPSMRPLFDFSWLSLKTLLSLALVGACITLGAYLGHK
Bim-Bcl-XL: human Bim-Bcl-XL interaction inhibition; Bim peptide-Bcl-XL binding, bead flow cytometry, fluorescence; Q07817; 190,000 tested, 0.04% active; inhibition, % at 10 µM; AID 1007
Target sequence (Q07817 whole entry, looked up): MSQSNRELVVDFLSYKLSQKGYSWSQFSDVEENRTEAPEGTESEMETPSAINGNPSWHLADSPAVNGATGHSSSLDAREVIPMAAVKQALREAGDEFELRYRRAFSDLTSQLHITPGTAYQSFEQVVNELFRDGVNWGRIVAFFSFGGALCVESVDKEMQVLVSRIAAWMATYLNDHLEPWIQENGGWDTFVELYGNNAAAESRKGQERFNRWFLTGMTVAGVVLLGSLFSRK
* hit, by the source's call; ? = inconclusive; / = no result given. Rule as the data show it, unless noted: active = inhibition above about 40%.

entry	Compound	ABCG2 inh	Bim-Bfl-1	RGS7-Gao	RGS4-Gao reg	GSH bead fluor	Bim-Bcl-B	Avidin bead fluor	ABCB1 block	Bim-Bcl-W	Bcl-2 Bim block	Bim-Bcl-XL
1	O=C1c2ccccc2C(=O)N1CN(C(=O)COc1ccccc1)c1ccccc1	23	-15	100	99	32	-10	19	1.9	0	-3	-8
2	Clc1ccccc1OCCN1CCCCC1	4	-5	105	101	20	-2	8	1.0	-5	-6	-3
3	O=C(NC(=S)Nc1ccc(N2CCOCC2)cc1)c1cccc([N+](=O)[O-])c1	10	0	101	104	5	-3	1	1.0	-4	-1	-2
4	Cc1occc1C(=O)NC1CCCCCC1	1	-12	91	94	32	-4	14	-1.8	-1	-8	-3
5	O=C(COC(=O)c1ccccc1NC(=O)c1ccco1)Nc1ccc2c(c1)OCO2	4	0	106	107	9	2	24	1.1	3	2	0
6	CCN1CCN(CC(=O)Nc2ccc(C)cc2C)C(=O)C1=O	1	-10	98	98	21	-7	8	0.3	-1	-12	-7
7	O=S(=O)(Cc1ccc(Cl)cc1)CC(O)COCc1ccccc1 (stereo not given)	16	-14	106	109	34	-12	21	3.1	0	-5	-9
8	O=[N+]([O-])/C(C(=C(Cl)Cl)N1CCOCC1)=C1\NCCO1	0	-6	100	100	26	-3	12	0.0	0	-1	-1
9	CC1(N2CCOCC2)CC2(O)C(=[N+]1[O-])CCc1nonc12 (stereo not given)	-1	3	93	99	19	1	9	-0.6	-1	0	1
10	CCn1c2ccccc2c2cc(NC(=O)CSc3nnc(C4CC4)n3Cc3ccco3)ccc21	1	0	86	93	12	-1	6	0.7	1	1	-2
11	N#CCCn1cc(/C=N/O)c(-c2cccc([N+](=O)[O-])c2)n1	2	-4	?	100	13	1	13	0.1	6	0	2
12	COc1ccccc1NC(=O)COc1ccc(/C=N/NC(=O)CSCc2ccc(Cl)cc2)cc1	3	-6	102	99	23	-4	5	0.2	1	-1	-2
13	Cc1cc(/C=C2/SC(=O)N(CC(=O)N3CCCC3)C2=O)ccc1N1CCOCC1	1	-2	111	105	13	-6	7	1.5	-10	-9	-8
14	CCOC(=O)/C(=N\Nc1cccc(C(F)(F)F)c1)N1CCOCC1	5	-3	?	101	14	-2	9	0.6	-1	0	3
15	OCCSc1nc(-c2ccccc2)nc2ccc(F)cc12	6	-5	96	100	10	0	12	0.8	13	0	2
16	COc1ccc(Cl)cc1CSc1n[nH]c(C)n1	5	-13	99	102	30	-9	16	0.7	-2	-11	-5
17	CC(C)(C)C(=O)NC(=S)Nc1ccccc1C(=O)NC1CCCCC1	4	-5	98	103	10	-4	2	1.2	-3	-1	-2
18	COC(=O)c1cn(CCOc2ccccc2OC)c2ccccc12	13	2	101	98	16	-2	6	0.6	-1	0	-1
19	CCSc1nnc(NC(=O)C2Cc3ccccc3CN2S(=O)(=O)CC)s1 (stereo not given)	2	11	107	106	7	9	11	0.5	7	8	8
20	CNC(=O)NC(=O)COc1c(F)c(F)cc(F)c1F	10	-3	?	104	19	-1	9	0.2	2	1	-1
21	N#CC1(c2ccccc2)CCCN1C(=O)c1ccc(Br)o1 (stereo not given)	0	1	97	96	5	-1	7	-0.1	-5	0	-5
22	O=C(Nc1nc2ccccc2[nH]1)C1CC1	7	-5	?	101	15	-1	11	0.2	-1	-2	-3
23	O=C(Nc1nnc(CCc2ccccc2)s1)C1CCCO1 (stereo not given)	2	-9	96	94	56	-5	7	0.1	4	-5	0
24	COc1ccc(/C=C/C(=O)Nc2ccc(-n3nncc3-c3ccccc3)cc2)cc1OC	-1	3	103	101	11	-6	9	0.4	-6	-6	-2
25	Cc1ccc(S(=O)(=O)CC(=O)c2cc(C)c(O)c(C)c2)cc1	1	-3	?	100	14	-1	8	0.1	-1	-6	-2
26	CC(C)N=C1NN=C(c2ccc(F)cc2)CS1	3	-2	100	102	21	-6	6	0.1	-3	-1	0
27	COCCN(C(=O)CSc1nnc(-c2ccccc2C)n1C)c1c(N)n(Cc2ccccc2)c(=O)[nH]c1=O	0	-8	95	96	8	-5	24	0.1	-2	-3	-4
28	CC(NC(=O)c1cccnc1)C(=O)O (stereo not given)	0	-7	101	100	21	-4	10	-0.2	-2	-2	-1
29	Cc1ccc(C(=O)COC(=O)CCc2nc3ccccc3[nH]c2=O)cc1C	1	0	102	103	16	-3	16	0.0	-1	2	0
30	COc1ccccc1NC(=O)C1CCCN(S(=O)(=O)c2cnc[nH]2)C1 (stereo not given)	-1	0	90	90	13	0	5	-0.1	2	1	2
31	Cc1ccc(C2NC(C(=O)O)CS2)cc1 (stereo not given)	1	-4	102	103	11	0	12	0.2	0	-1	1
32	O=C(Nc1ccc(Cl)cc1)/C(=C/c1cccc(O)c1)c1nc2ccccc2s1	0	-14	98	101	12	-11	14	-0.1	-3	-7	-10
33	O=C(O)CCN1CCOCC1	-2	-24	111	113	30	-9	11	-0.2	-9	-5	-4
34	CN(C)CCC=C1c2ccccc2CCc2ccccc21	0	1	100	98	20	-3	7	0.4	0	4	-2
35	COc1ccc(NC2SC(=O)N(CC(=O)O)C2=O)cc1 (stereo not given)	3	-9	100	103	12	-6	6	0.0	0	-10	-7
36	Cc1cc(C)nc(N2CCCC(C(=O)NCc3ccccc3F)C2)n1 (stereo not given)	0	-9	101	103	15	-3	10	0.1	-4	-5	-2
37	CC(C)(C)OC(=O)N1CCC2(CC1)C(C#N)=C(N)OC1=C2C(=O)CCC1	-3	6	101	99	19	2	8	-0.6	-2	1	0
38	COc1ccccc1NC(=O)C1=C(C)NC(=O)NC1c1cccc(OC)c1OC (stereo not given)	3	-3	97	102	27	-5	8	0.9	-3	-4	-8
39	NC(=O)C1(N2CCCCC2)CCN(C(=O)c2ccc(-n3cnnn3)cc2)CC1	1	-2	104	103	18	0	6	0.1	0	-4	1
40	Cc1cccc(N2CC(C(=O)OCc3ccc([N+](=O)[O-])cc3)CC2=O)c1 (stereo not given)	14	-3	?	98	20	0	9	0.9	0	0	0
41	COc1ccc(C(C(=O)NC2CCCC2)N(C(=O)c2ccco2)c2ccc3c(c2)OCO3)cc1OC (stereo not given)	1	-6	97	103	27	-3	17	0.5	0	-7	-6
42	CC1C2C(C)N(C)C(=O)N(C)C2N(C)C(=O)N1C (stereo not given)	22	-18	103	101	26	-9	21	1.0	-3	-9	-7
43	CC(=O)Nc1cccc(NC(=O)CCc2ccccc2)c1	2	-9	100	106	23	-5	33	0.3	0	-1	-3
44	CC(=O)Nc1c(N)c2ccccc2oc1=O	1	-1	96	96	23	-1	11	0.0	0	0	0
45	CCCOC(=O)c1ccc(NC(=O)CSC2=Nc3ccccc3C3CC=NN23)cc1 (stereo not given)	0	-8	103	98	44	-8	6	0.2	0	-6	4
46	O=C1NC(c2ccccc2)=C(c2nc3ccccc3s2)C(c2ccccc2)N1 (stereo not given)	7	-3	103	102	29	-7	39	1.7	-3	-3	-5
47	COc1cccc(CSc2ccc(S(=O)(=O)N3CCOCC3)cc2C(=O)NCC2CCCO2)c1OC (stereo not given)	1	-4	105	99	13	-6	6	3.9	-11	-6	-5
48	Cn1nc(C(F)(F)F)c(/C=N/OC(=O)c2ccccc2)c1Sc1ccc(Cl)cc1	2	-2	99	104	12	2	40	0.1	-1	-2	-2
49	CCNc1ccc(N=Nc2c(C)n(C)n(-c3ccccc3)c2=O)cc1	1	-3	?	103	11	-4	10	0.1	-5	-6	-3
50	CC1=NN(C(=O)c2ccc(Cn3nc(C)c(Br)c3C)cc2)C(O)(C(F)(F)F)C1 (stereo not given)	-1	0	99	99	5	-1	1	2.0	-1	0	0

Later entries
entry	Compound	ABCG2 inh	Bim-Bfl-1	RGS7-Gao	RGS4-Gao reg	GSH bead fluor	Bim-Bcl-B	Avidin bead fluor	ABCB1 block	Bim-Bcl-W	Bcl-2 Bim block	Bim-Bcl-XL
51	C#CCOCCOCCOCCNc1nc(N2CCN(C(=O)[C@H]([C@@H](C)CC)n3cc([C@@H](N)CC(C)C)nn3)CC2)nc(N2CCN(C(=O)[C@H](Cc3ccc(O)cc3)n3cc([C@@H](N)CC(C)C)nn3)CC2)n1	-2	-4	105	106	19	-2	6	-0.5	-3	-1	-3
52	Cc1ccc(Cl)cc1N1CCN(C(=O)Cc2cn(C)c3ccccc23)CC1	2	0	95	96	14	-3	5	0.4	-1	-2	0
53	CCCC(C)C(=O)Nc1cc([N+](=O)[O-])ccc1F (stereo not given)	8	-1	100	101	11	-4	5	0.5	0	1	-3
54	CC1CCc2sc(C(=O)Nc3nnc(SCc4ccc(F)cc4)s3)cc2C1 (stereo not given)	6	-15	100	103	28	-7	17	-0.4	-2	-10	-5
55	N#Cc1cc2c(nc1SCc1cccc(Cl)c1)CCCCC2	2	0	107	109	21	0	12	0.7	-1	1	0
56	CCC(C)(C)n1nnnc1C(c1cccs1)N1CCCCC1 (stereo not given)	1	-5	85	87	15	-1	12	0.6	0	-3	-2
57	COc1ccc2nc(C)cc(N3CCC(C(N)=O)CC3)c2c1	5	-5	94	99	10	-2	6	0.0	-4	-1	-3
58	O=C(Nc1ccc(S(=O)(=O)N2CCCCC2)cc1)c1ccc(CN2CCc3ccccc3C2)cc1	8	-17	103	104	26	-11	13	1.2	-1	-14	-7
59	COc1ccccc1-c1coc2cc(O)cc(O)c2c1=O	6	-6	102	103	16	-1	7	0.3	1	-5	-3
60	O=C(OCc1nnc(-c2ccc(Cl)cc2)o1)c1ccc(O)cc1	2	-3	96	100	11	-2	11	0.3	-2	-1	-1
61	COc1ccc(N2CCN(C(=O)c3ccc(S(=O)(=O)N4CCOCC4)cc3)CC2)cc1	0	-8	101	97	48	-6	7	-0.2	3	-4	-7
62	O=C(Nc1ccccc1Cl)ON=C1c2ccccc2-c2ccccc21	-1	-11	105	98	6	-3	11	-0.3	8	-2	3
63	O=C(c1ccc(Cl)cc1)N1CCC(O)(CSc2ccccc2)CC1	1	-14	111	105	31	-9	29	0.9	0	-8	-5
64	CCOC(=O)c1[nH]c2ccc(Br)cc2c1NC(=O)CCN1CCCC(C)C1 (stereo not given)	8	-3	102	102	27	-10	6	-0.2	-3	-4	-4
65	Cc1ccc(NCCC(=O)c2ccc(Cl)c(Cl)c2)cc1	0	/	98	95	27	/	8	0.0	/	?	/
66	CCCCOc1ccc(S(=O)(=O)n2c(C)nc3ccccc32)cc1	3	-1	92	88	68	-1	4	0.8	-2	-4	-7
67	COc1ccc(-c2nnc3ccc(SC)nn23)cc1	10	-12	97	99	11	-4	11	0.6	1	-12	-5
